sEH inh: inhibitors of human soluble epoxide hydrolase. P34913. recombinant human sEH enzymatic activity assay. inhibition, % at 2 µM. 91,000 compounds, 0.34% hits; in the data active means inhibition above about 80%; further: values of inactives mirror those of a sister screen read the other way; many of its hits are not listed in these tables
PostGolgi ctrl: growth of the yeast control strain, post-Golgi counter-screen. 98,000 compounds, 5% hits. inhibition, % at 10 µM. efflux-deficient yeast background strain, growth absorbance A615, 16 h. AID 738
S1P2 ag: agonists of human S1P2 receptor; 97,000 compounds, 0.46% hits; S1P2-expressing cell line, agonist reporter read-out; activation, % at 4.5 µM; O95136; in the data active means activation above about 16%;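 further: 0% = vehicle low control and 100% = maximal reference agonist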
Target sequence (O95136 whole entry, looked up): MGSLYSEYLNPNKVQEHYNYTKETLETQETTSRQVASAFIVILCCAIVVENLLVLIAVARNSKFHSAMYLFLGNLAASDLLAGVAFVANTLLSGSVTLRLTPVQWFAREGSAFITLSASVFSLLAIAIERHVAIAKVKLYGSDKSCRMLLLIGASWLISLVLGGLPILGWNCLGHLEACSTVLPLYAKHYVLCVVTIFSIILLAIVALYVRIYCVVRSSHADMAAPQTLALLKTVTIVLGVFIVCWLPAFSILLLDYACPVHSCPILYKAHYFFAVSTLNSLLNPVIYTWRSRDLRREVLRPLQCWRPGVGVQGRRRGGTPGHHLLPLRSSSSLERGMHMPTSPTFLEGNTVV
PLAP activator: activators of human placental alkaline phosphatase | P05187 | purified PLAP enzyme, luminescent substrate read-out; active compounds read high | activation fold at 20 µM | 96,000 compounds, 1.2% hits | AID 696; in the data active means activation fold above about 2
Target sequence (P05187 whole entry, looked up): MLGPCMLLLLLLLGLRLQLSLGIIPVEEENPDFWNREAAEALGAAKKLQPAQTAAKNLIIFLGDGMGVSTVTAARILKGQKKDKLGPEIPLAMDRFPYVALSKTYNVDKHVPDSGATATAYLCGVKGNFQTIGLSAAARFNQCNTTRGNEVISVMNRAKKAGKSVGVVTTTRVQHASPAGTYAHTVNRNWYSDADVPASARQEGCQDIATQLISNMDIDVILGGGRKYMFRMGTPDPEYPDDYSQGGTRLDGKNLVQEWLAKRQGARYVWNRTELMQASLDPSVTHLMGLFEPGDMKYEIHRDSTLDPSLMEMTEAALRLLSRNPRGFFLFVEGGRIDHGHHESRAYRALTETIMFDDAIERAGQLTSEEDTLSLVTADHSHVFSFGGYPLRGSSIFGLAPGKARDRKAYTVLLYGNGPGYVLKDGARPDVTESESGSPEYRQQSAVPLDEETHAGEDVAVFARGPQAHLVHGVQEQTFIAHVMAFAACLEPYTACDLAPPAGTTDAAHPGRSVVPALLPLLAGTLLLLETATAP
PostGolgi yeast: growth inhibition of a yeast mutant, post-Golgi transport screen; post-Golgi transport phenotypic cell assay; inhibition, % at 10 µM; AID 739; 98,000 compounds, 0.9% hits;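 further: yeast cells grown in 1536-well plates; yeast grown about 18 h at 30C before absorbance read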
sEH activator: increases human soluble epoxide hydrolase activity; P34913; purified human sEH enzymatic activity, activator screen; activation, % at 2 µM; 91,000 compounds, 0.04% hits; AID 717; in the data active means activation above about 37%; further: values of inactives mirror those of a sister screen read the other way
S1P2 antag: S1P2 (human) receptor antagonism; O95136; cell-based S1P2 antagonist assay, inhibition at 5 uM; inhibition, % at 5 µM; 97,000 compounds, 0.21% hits; in the data active means inhibition above about 45%;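 further: CRE beta-lactamase reporter cells expressing human S1P2 stimulated with S1P; 0% = agonist at EC80 alone and 100% = agonist plus reference antagonist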
Ecoli WT expand: blocks growth of wild type E. coli BW25113 | OD600 absorbance | growth inhibition, % at 100 µM | 98,000 compounds, 0.15% hits | AID 710;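 active means growth inhibition above about 50% at one test dose, limit read from the data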;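 further: growth measured after 20 h incubation at 37 °C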
CD11b adhes inh: CD11b/CD18-fibrinogen binding inhibition. AID 1497. inhibition, % at 10 µM. P05107+P11215. K562 CD11b/CD18 adhesion to fibrinogen, ATPlite luminescence; Mn2+ added to activate the integrin. 93,000 compounds, 0.54% hits;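 active means primary inhibition of 50% or more at 10 µM, then 40% or more on retest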; further: some results filed as inactive read as strong as hits
Numbers without * were called inactive; . = not tested or not shown. Unless noted, no stated cut-off is given here; in the data, active means inhibition above about 30%; inactive means the rest.

Values run as follows: sEH inh | PostGolgi ctrl | S1P2 ag | PLAP activator | PostGolgi yeast | sEH activator | S1P2 antag | Ecoli WT expand | CD11b adhes inh
NC1=NC2(CCCCC2)n2c(nc3ccccc32)N1
 : -2 | 14 | -1 | 1.3 | 12 | 0 | -30 | 4 | 22
FC(F)(F)c1nc(-c2cccnc2)ncc1-c1nnnn1-c1ccccc1
 : -3 | 7 | -5 | 1.1 | 11 | 3 | 0 | -15 | 10
CC(C)NC(=O)c1ccc(CNC(=O)OCC(F)(F)F)cc1
 : -8 | -7 | 1 | 1.2 | -13 | 5 | -12 | 3 | -3
Cc1cccc(Nc2nc(N)nc(CN3CCN(C)CC3)n2)c1
 : 14 | 10 | -9 | 1.3 | 1 | -11 | 14 | 6 | 2
CCn1nccc1C(=O)Nc1nc2ccccc2n1CCN1CCCCC1
 : 4 | -1 | -8 | 1.7 | -5 | 0 | 5 | 3 | -19
c1coc(-c2nnc(-c3cccs3)o2)c1
 : -11 | 16 | -4 | 1 | 7 | 13 | -5 | 17 | .
CC(C)(C)CC(C)(C)NCC(O)COc1ccc2c(c1)CCC2 (stereo not drawn)
 : -14 | . | 1 | . | . | 12 | -3 | . | .
CCn1c(COc2ccccc2)nnc1SCC(=O)C(C)(C)C
 : -16 | 5 | -2 | 1 | -6 | 13 | 13 | 2 | -1
CCOC(=O)C1CCCN(Cc2ccc(OC)cc2OC)C1 (stereo not drawn)
 : 0 | 9 | -5 | 1.1 | -9 | 3 | 1 | 3 | -5
COC(=O)c1sc2nc(-c3ccccc3)c3c(c2c1N)CCCC3
 : -13 | 5 | 2 | 0.9 | 2 | 16 | -2 | -7 | .
Cc1n[nH]c(C)c1S(=O)(=O)N1CCCC(C(=O)Nc2nccs2)C1 (stereo not drawn)
 : 4 | 3 | -3 | 1 | 4 | -4 | -1 | 3 | -20
Cn1cc(Br)c(C(=O)NC2C3CC4CC(C3)CC2C4)n1 (stereo not drawn)
 : -11 | . | -6 | . | . | 8 | -16 | . | .
CCCCC(=O)Nc1cccc(NC(=O)CC)c1
 : 5 | 6 | -5 | 0.9 | -1 | -4 | 4 | 5 | 18
CCCCN(CC)CCCNC(=O)Cn1nc(Cc2cccnc2)c2ccccc2c1=O
 : 9 | 0 | -1 | 0.8 | 18 | -8 | -2 | 1 | -2
Fc1ccc(-c2nnn(Cc3nc4ccccc4s3)n2)cc1
 : -8 | 13 | -2 | 0.9 | -5 | 9 | 16 | 6 | -9
Cc1oc(-c2ccccc2Cl)nc1CSCC(=O)NC1CC1
 : 2 | 2 | -3 | 0.9 | -1 | 0 | 13 | 4 | .
O=C(CSc1nnc(-c2ccncc2)n1C1CCCCC1)Nc1ccccc1
 : 51 | 7 | -1 | 1.1 | -6 | -51 | 1 | -12 | -9
Cc1nc(N)c(C#N)c(-c2cccnc2)c1C
 : 6 | -6 | -8 | 0.9 | 0 | -7 | -8 | 1 | .
O=C(CSc1nnc(-c2ccco2)n1-c1ccccc1)N1CCN(C(=O)c2ccco2)CC1
 : 4 | 7 | -4 | 1.1 | 15 | -5 | 32 | -1 | -19
CC(C)NCc1c(O)c(Br)cc2oc3c(c12)CCCC3
 : 12 | 9 | -7 | 1.4 | 0 | -9 | 3 | -16 | -52
COCCCn1c(SCC(=O)Nc2nc3ccccc3s2)nnc1-c1ccoc1C
 : 6 | . | -4 | . | . | -7 | -12 | . | .
COc1ccccc1NC(=O)Cn1c(CN2CCCCC2)nc2ccccc2c1=O
 : 2 | 29 | -1 | 1.3 | 0 | 0 | -6 | -3 | -11
CN1CCN(C(=O)c2cc3nc(-c4ccc(Cl)cc4)cc(C(F)(F)F)n3n2)CC1
 : -12 | 21 | 0 | 1.1 | 0 | 10 | 1 | -13 | 0
O=C(CSc1nccn1-c1ccc(F)cc1)Nc1ccc2c(c1)OCO2
 : 4 | 28 | -5 | 1.3 | -2 | -4 | 7 | 0 | .
COc1ccccc1-n1c(SCC(=O)Nc2cccc(C)c2)nc2c(c1=O)SCC2
 : . | -4 | -4 | 1.6 | 3 | . | 14 | -1 | -14
Cc1cc(NCCCN(C)C)n2nc(-c3cccs3)cc2n1
 : -24 | . | -5 | . | . | 24 | -7 | . | .
CCCN1CCN(C(=O)c2cn(CC(C)C)c(=O)c3cc(OC)c(OC)cc23)CC1
 : -4 | 2 | -4 | 1.3 | -2 | 3 | -31 | 8 | -3
Cc1cc(NC(=O)CS(=O)(=O)c2cn(C)c3ccccc23)no1
 : 4 | -1 | -6 | 1 | -6 | -2 | 15 | 0 | -18
O=C(CC1CC2CCC1C2)NCc1cccs1 (stereo not drawn)
 : 22 | 16 | -5 | 1 | 4 | -24 | 12 | 3 | -6
COC(=O)Nc1ccc(S(=O)(=O)N(CCO)CCO)cc1
 : -17 | 0 | -6 | 0.8 | 16 | 14 | -18 | 3 | 2
Cn1c(SCC(=O)N2CCOCC2)nnc1-c1cnccn1
 : -3 | 4 | -3 | 1 | 3 | 5 | -2 | -5 | -18
CCCCn1nnnc1NCc1ccc(N(CC)CC)cc1
 : -22 | 8 | -3 | 0.7 | 1 | 21 | 10 | 6 | -4
Cn1c(=O)c2c(nc(CN3CCN(C(=O)c4ccco4)CC3)n2Cc2ccc(Cl)cc2)n(C)c1=O
 : . | 19 | -6 | 1.3 | 5 | . | 4 | -6 | -4
O=C(N1CCN(Cc2ccccc2)CC1)C12CC3CC(CC(C3)C1)C2
 : -7 | 5 | -4 | 1.4 | -2 | 10 | -18 | 17 | -50
FC(F)(F)COc1nc(N2CCOCC2)nc(N(c2ccccc2)c2ccccc2)n1
 : -1 | . | -3 | . | . | 4 | -27 | . | .
CCOC(=O)c1nn(-c2ccc(Cl)cc2)c2nc(CC)c(C#N)c(=O)n12
 : 5 | . | -6 | . | . | -5 | -24 | . | .
CC(C)NC(=O)c1ccccc1N(Cc1ccccc1)S(C)(=O)=O
 : -5 | 15 | -1 | 0.9 | -1 | 2 | -16 | -5 | -11
CCOc1c2ccc(C(=O)NC3CCCc4ccccc43)cc2nn1CC (stereo not drawn)
 : -16 | -2 | -8 | 1.5 | 22 | 13 | 7 | 0 | -11
N/C(=N\c1nc2c(c(=O)[nH]1)CCCC2)Nc1ccc(Oc2ccccc2)cc1
 : 6 | . | -2 | . | . | -1 | -11 | . | .
O=C(N1CCCCC1)N1CCN(C(c2ccccc2)c2ccccc2)CC1
 : 0 | 7 | -6 | 1.9 | 2 | 1 | -24 | 5 | -7

(cont.)
Screens by letter – A = sEH inh; B = PostGolgi ctrl; C = S1P2 ag; D = PLAP activator; E = PostGolgi yeast; F = sEH activator; G = S1P2 antag; H = Ecoli WT expand; I = CD11b adhes inh
O=C(OCC(=O)N1CCN(c2ccccc2)CC1)C1=COCCO1
  A: 6	B: -5	C: -8	D: 0.9	E: -3	F: -4	G: 16	H: -4	I: -12
O=S(=O)(c1ccc2oc3ccccc3c2c1)N1CCCC1
  A: -2	B: .	C: -1	D: .	E: .	F: 2	G: -7	H: .	I: .
O=C1CSC(=S)N1c1cccnc1
  A: .	B: 7	C: .	D: 1.1	E: -8	F: .	G: .	H: 6	I: 25
COc1cc(OC)cc(C(=O)N(CN2CCCC2=O)c2ccccc2OC)c1
  A: .	B: 0	C: 1	D: 1	E: 4	F: .	G: -10	H: 6	I: .
CCn1c(SC(C)C(=O)NC2CCCc3ccccc32)nnc1-c1cccs1 (stereo not drawn)
  A: -6	B: -9	C: -6	D: 1.6	E: -4	F: 2	G: -11	H: 2	I: 11
Cc1ccc(OCCSc2cc(C)nc(N)n2)cc1
  A: .	B: -1	C: .	D: 0.8	E: -3	F: .	G: .	H: 5	I: 6
COc1ccc(N(C(=O)C2CCCCC2)C2C=CS(=O)(=O)C2)c(OC)c1 (stereo not drawn)
  A: 3	B: -2	C: -5	D: 1.1	E: -2	F: 0	G: 11	H: 7	I: -28
CC(=O)c1cc(F)c(N2CCN(C(=O)c3ccco3)CC2)cc1C
  A: -7	B: 13	C: -6	D: 1.1	E: -5	F: 5	G: 1	H: -4	I: 6
Cc1cc(N(C)C)c(C#N)c(N2CCOCC2)n1
  A: .	B: 9	C: -4	D: 1	E: 1	F: .	G: 0	H: -7	I: -1
CC(=O)NCCc1cc2cc(C)c(C)cc2[nH]c1=O
  A: 14	B: 6	C: -3	D: 1	E: 1	F: -13	G: 4	H: 1	I: -18
O=C1CC(N2CCN(c3ccccn3)CC2)C(=O)N1CC(c1ccccc1)c1ccccc1 (stereo not drawn)
  A: -8	B: .	C: -5	D: .	E: .	F: 10	G: 17	H: .	I: .
CCCCS(=O)CC(COCc1ccccc1)OC(=O)CSc1nc(C)cc(C)n1 (stereo not drawn)
  A: 12	B: 19	C: -6	D: 1.5	E: 15	F: -9	G: 22	H: -1	I: 3
O=C(Nc1cc(Cl)ccc1Cl)c1ccc(OC(=O)c2ccco2)cc1
  A: 5	B: 6	C: 0	D: 0.7	E: 5	F: -3	G: -49	H: -10	I: -10
CCCCn1c(SCC(=O)NCc2cccs2)nc2c1c(=O)n(C)c(=O)n2C
  A: 10	B: 3	C: -5	D: 1.1	E: -2	F: -9	G: 16	H: 7	I: -4
CN1c2ccccc2C(C)(C)C12C=Nc1c(ccc3ccccc13)O2 (stereo not drawn)
  A: -5	B: -1	C: -4	D: 1	E: 14	F: 3	G: 18	H: -20	I: -1

Part of the list above, set out differently:
structure	sEH inh	PostGolgi ctrl	S1P2 ag	PLAP activator	PostGolgi yeast	sEH activator	S1P2 antag	Ecoli WT expand	CD11b adhes inh
O=C(OCC(=O)N1CCN(c2ccccc2)CC1)C1=COCCO1	6	-5	-8	0.9	-3	-4	16	-4	-12
O=S(=O)(c1ccc2oc3ccccc3c2c1)N1CCCC1	-2	.	-1	.	.	2	-7	.	.
O=C1CSC(=S)N1c1cccnc1	.	7	.	1.1	-8	.	.	6	25
COc1cc(OC)cc(C(=O)N(CN2CCCC2=O)c2ccccc2OC)c1	.	0	1	1	4	.	-10	6	.
CCn1c(SC(C)C(=O)NC2CCCc3ccccc32)nnc1-c1cccs1 (stereo not drawn)	-6	-9	-6	1.6	-4	2	-11	2	11
Cc1ccc(OCCSc2cc(C)nc(N)n2)cc1	.	-1	.	0.8	-3	.	.	5	6
COc1ccc(N(C(=O)C2CCCCC2)C2C=CS(=O)(=O)C2)c(OC)c1 (stereo not drawn)	3	-2	-5	1.1	-2	0	11	7	-28
CC(=O)c1cc(F)c(N2CCN(C(=O)c3ccco3)CC2)cc1C	-7	13	-6	1.1	-5	5	1	-4	6
Cc1cc(N(C)C)c(C#N)c(N2CCOCC2)n1	.	9	-4	1	1	.	0	-7	-1

Next section
Screens by letter – A = sEH inh; B = PostGolgi ctrl; C = S1P2 ag; D = PLAP activator; E = PostGolgi yeast; F = sEH activator; G = S1P2 antag; H = Ecoli WT expand; I = CD11b adhes inh
N#C/C(=C(/O)CN1CCN(c2ccccc2F)CC1)c1nc(-c2ccc(Cl)cc2)cs1
  A: 12	B: 4	C: -6	D: 1.2	E: -12	F: -12	G: 4	H: 1	I: .
CCOC(=O)c1cccc(NC(=O)C2CCCN(S(=O)(=O)c3cnc[nH]3)C2)c1 (stereo not drawn)
  A: 4	B: -7	C: 9	D: 1.6	E: 12	F: -3	G: -8	H: 0	I: -16
COC(=O)c1sccc1NC(=O)CSc1ccccc1NS(=O)(=O)c1ccc(F)cc1
  A: 11	B: 11	C: -5	D: 1.3	E: 7	F: -9	G: 10	H: -10	I: 32
CCOc1ncccc1C(=O)NCc1ccc(OC)cc1
  A: .	B: 1	C: -3	D: 1.1	E: -24	F: .	G: -9	H: 3	I: 4
Cc1cccc(N(CC(=O)N2CCCC2)S(=O)(=O)c2ccccc2)c1
  A: 2	B: -2	C: -5	D: 1.5	E: -7	F: -1	G: 17	H: -4	I: -1
CCOC(=O)/C=C(\C)Nc1cc(C)nn1-c1ccccc1
  A: .	B: -1	C: .	D: 0.9	E: 0	F: .	G: .	H: 2	I: -7
O=S(=O)(c1cccc2c(S(=O)(=O)N3CCCC3)cccc12)N1CCCC1
  A: -4	B: -1	C: -3	D: 0.8	E: -2	F: -2	G: 15	H: 2	I: .
O=C(NCCS(=O)CCNC(=O)C(F)(F)F)C(F)(F)F
  A: -2	B: -6	C: -9	D: 0.9	E: -3	F: 2	G: 16	H: 10	I: -10
Cc1ccc(C(=O)O/N=C/c2c(C(F)(F)F)nn(C)c2Sc2ccc(Cl)cc2)cc1
  A: 2	B: 6	C: -2	D: 0.8	E: 19	F: 1	G: 15	H: -14	I: 0

Screening results (PubChem)
